Compound activity: PubChem BioAssay, National Center for Advancing Translational Sciences (NCATS)
uPA surface inh – blocks generation of uPA at the cell surface; cell surface uPA generation assay, qHTS; Potency, µM (series often up to 38.3 µM), for inactives: at the top dose activity change, negative = inhibition, usual class: inhibitors; 330,000 tested, 0.31% active; AID 540303; active = well fitted inhibition curve with a large enough effect; inconclusive = small, poorly fitted or top-dose-only effect; inactive = no such curve, though single readings can be large or run the other way; tested in mouse RAW 264.7 cells; note: % is set by controls: 0 for no effect and ±100 for the full control effect; nearly all actives have a fitted effect of over 55% in size
RORgamma inh – inhibitors of mouse ROR gamma transcriptional activity; Potency, µM (highest dose often 53.6 µM), for the others: at the top dose activity change, negative = inhibition, most hits filed as inhibitors; Drosophila S2 Gal4-RORgamma UAS-luciferase reporter, 20 h; 310,000 tested, 5.4% active; P51450; note: % is set by controls: 0 for no effect and ±100 for the full control effect; nearly all actives have a fitted effect of over 60% in size
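Compounds are pin-transferred onto Drosophila Schneider cells expressing a copper-inducible Gal4–ROR gamma transactivation domain fusion. After 1 hr, copper sulfate is added to 700 uM final; luciferase is read 20 hr later.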
ELG1 genotox – genotoxicity induction in ELG1-luciferase HEK293T cells. Potency, µM (series often up to 46 µM), for the others: top-dose activity change, positive = activation, hits mostly activators. AID 504466. HEK293T ELG1-luciferase reporter, luminescence, 16 h. 330,000 tested, 1.3% active; note: % of control where 0% means no effect; nearly all actives have a fitted effect of over 60% in size
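Genotoxic stress is detected as increased luminescence from luciferase-tagged ELG1 in HEK293T cells, measured with ONE-Glo after a 16 hr treatment at 37 °C.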
NPC1 promoter act – activates the NPC1 promoter | Huh7 NPC1 promoter luciferase reporter, 24 h | Potency, µM (doses to about 9.22 µM), for inactives: top-dose activation, most hits filed as activators | 320,000 tested, 2.4% active;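 note: % of control where 0% means no effect; nearly all actives have a fitted effect of over 60% in size; reporter is driven by a mutant NPC1 promoter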
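Stably transfected Huh7 (NPC1 promoter→luciferase), 1500 cells/well in Opti-MEM + 10% FBS, 2 h settle, then compound 24 h at 37 °C. Luminescence after 10 min with Amplite reagent.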
p53 reactivator – restores transcriptional activity of mutant p53; H1299 p53-A138V BP100-luciferase reporter, luminescence, 24 h; 320,000 tested, 0.063% active; Potency, µM (highest dose often 92.2 µM), for inactives: at the top dose activity change, positive = activation, most hits filed as activators; AID 504706; note: % of control where 0% means no effect; nearly all actives have a fitted effect of over 45% in size
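p53-null H1299 cells stably carrying temperature-sensitive p53-A138V and a BP100-luciferase reporter were pinned with compounds (4-point, 1:5 series) and held 24 hrs at 37 deg C. Luminescence was read 10 min after detection reagent.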
Rab9 promoter act – Rab9 promoter activation; 320,000 tested, 2.8% active; Huh7 Rab9 promoter-luciferase reporter, luminescence, 24 h; Potency, µM (doses to about 9.22 µM), for the others: at the highest dose activation, negative = inhibition, usual class: activators; AID 485297; note: % of control where 0% means no effect; nearly all actives have a fitted effect of over 60% in size
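Rab9 promoter-driven luciferase in stably transfected Huh7 cells; 1500 cells/well rested 2 h, exposed to compound in DMSO for 24 h at 37 °C, 5% CO2. Luminescence read 10 min after adding luciferase reagent at ambient temperature.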
MBNL1-CUG inh – blocks human MBNL1 binding to CUG repeat RNA | Q9NR56 | TR-FRET MBNL1-His/biotin-(CUG)12 binding, 665/545 ratio | Potency, µM (series often up to 57.5 µM), without a hit: top-dose activity change, negative = inhibition, most hits filed as inhibitors | 280,000 tested, 0.036% active | AID 2675; active = well fitted inhibition curve with a large enough effect in the signal ratio, with a control signal flat, not every such curve was filed as active; inconclusive = small, poorly fitted or top-dose-only effect, or effect the other way, or a change in a side signal; inactive = no such curve, though single readings can be large or run the other way; the % refers to the signal ratio; note: % is set by controls: 0 for no effect and ±100 for the full control effect
Target sequence (Q9NR56 whole entry, looked up): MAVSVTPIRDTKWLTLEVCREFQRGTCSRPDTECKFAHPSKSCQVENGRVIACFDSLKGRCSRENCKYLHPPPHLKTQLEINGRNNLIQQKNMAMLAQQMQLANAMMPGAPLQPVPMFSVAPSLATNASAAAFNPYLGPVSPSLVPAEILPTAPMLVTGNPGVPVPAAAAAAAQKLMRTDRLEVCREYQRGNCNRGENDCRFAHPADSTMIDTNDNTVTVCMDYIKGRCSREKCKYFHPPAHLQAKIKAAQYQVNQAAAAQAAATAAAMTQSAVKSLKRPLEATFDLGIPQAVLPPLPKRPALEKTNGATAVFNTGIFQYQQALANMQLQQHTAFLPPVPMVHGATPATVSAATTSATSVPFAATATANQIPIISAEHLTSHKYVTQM
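TR-FRET readout: Ex 340 nm, 665/545 nm emission ratio, normalized to buffer-only (basal) and MBNL1-(CUG)12 controls. Complex of MBNL1-His with Biotin-(CUG)12, compounds 92 nM–58 uM, incubated 60 min at room temperature.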
VP16 counter – Gal4-VP16 reporter inhibition counter-screen; 310,000 tested, 3.5% active; AID 2546; Drosophila S2 Gal4-VP16 UAS-luciferase, luminescence, 20 h; Potency, µM (titrated, usually from 53.6 µM), without a hit: at the highest dose activity, negative = inhibition, actives largely listed as inhibitors;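 note: Gal4-VP16 expression switched on by copper sulfate through the metallothionein promoter; % is set by controls: 0 for no effect and ±100 for the full control effect; nearly all actives have a fitted effect of over 50% in size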
FLuc counter – firefly luciferase modulation, counter-screen for miR-21 project; P08659; purified FLuc, Km substrates, luminescence inhibition; Potency, µM (highest dose often 57.5 µM), for the others: at the top dose activity change, negative = inhibition, most hits filed as inhibitors; 360,000 tested, 6.9% active; AID 588342;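 note: plate controls were vehicle for no effect and reference inhibitor for full effect; nearly all actives have a fitted effect of over 55% in size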
Target sequence (P08659 whole entry, looked up): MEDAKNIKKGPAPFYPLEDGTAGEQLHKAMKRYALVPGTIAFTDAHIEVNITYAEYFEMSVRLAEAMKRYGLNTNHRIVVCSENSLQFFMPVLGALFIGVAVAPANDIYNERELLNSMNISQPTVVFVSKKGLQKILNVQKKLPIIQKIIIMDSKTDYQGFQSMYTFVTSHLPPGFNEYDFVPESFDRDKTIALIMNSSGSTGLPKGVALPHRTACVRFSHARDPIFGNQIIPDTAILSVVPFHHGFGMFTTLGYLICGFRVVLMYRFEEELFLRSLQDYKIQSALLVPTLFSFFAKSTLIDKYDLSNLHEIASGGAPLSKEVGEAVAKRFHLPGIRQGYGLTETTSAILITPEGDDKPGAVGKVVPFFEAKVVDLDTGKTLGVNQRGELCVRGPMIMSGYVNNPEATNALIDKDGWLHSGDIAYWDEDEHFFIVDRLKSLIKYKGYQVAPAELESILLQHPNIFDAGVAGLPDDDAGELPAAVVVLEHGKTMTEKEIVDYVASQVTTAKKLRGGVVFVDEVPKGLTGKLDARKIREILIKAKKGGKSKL
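Purified P. pyralis luciferase, 10 nM final, with Km-level 10 uM D-luciferin and 10 uM ATP in 50 mM Tris acetate pH 7.5, 10 mM Mg acetate, 0.01% Tween-20, 0.05% BSA; 6-point qHTS titration about 60 µM downward; luminescence read.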
BRCA1 expr up – increases BRCA1 expression | AID 624202 | MCF7-BRCA1-FFLuc reporter, luminescence, 48 h; response scale: scaled: vehicle 0%, 10 µM genistein 100% | 380,000 tested, 1.1% active | Potency, µM (series often up to 46.1 µM), for inactives: top-dose activation, usual class: activators; note: nearly all actives have a fitted effect of over 80% in size; some results filed as inactive show a strong effect at the top dose
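Activators of BRCA1 expression were detected as increased firefly luciferase luminescence in engineered MCF7 cells after 48 h compound incubation. Signals were scaled to genistein 10 microM as full activation.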
* hit, by the source's call; [ ] = remark or other dose. Unless noted, calls come from the whole dose curve; as a rule, active = well fitted curve in the direction sought with a large enough effect; inconclusive = small, poorly fitted or top-dose-only effect, or another doubt; inactive = no such curve, though single readings can be large; an effect the other way counts as inactive or inconclusive. Potency is the fitted concentration of half-maximal effect.

COc1ccc(NC(=O)Cc2coc3cc(C)ccc23)cn1 was read as uPA surface inh -4%, RORgamma inh 38%, ELG1 genotox 1%, NPC1 promoter act -3%, p53 reactivator 6%, Rab9 promoter act -2%, MBNL1-CUG inh 3%, VP16 counter -12%, FLuc counter -14% and BRCA1 expr up 1%.
For Cc1ccc(N2CCN(S(=O)(=O)c3nnc(NC(=O)c4ccco4)s3)CC2)cc1 the results were uPA surface inh -6%, RORgamma inh -22%, ELG1 genotox -2%, NPC1 promoter act 0%, p53 reactivator 8%, Rab9 promoter act 2%, MBNL1-CUG inh 12%, VP16 counter -1%, FLuc counter -6% and BRCA1 expr up -12%.
COCCCNC(=O)C1CCC(=O)N(c2ccc3c(c2)OCO3)C1c1ccc(OC)cc1 (stereo unspecified) was read as uPA surface inh -13%, RORgamma inh 3%, ELG1 genotox -1%, NPC1 promoter act 6%, p53 reactivator 6%, Rab9 promoter act -4%, MBNL1-CUG inh -2%, VP16 counter -2%, FLuc counter 2% and BRCA1 expr up 10%.
`CC(C)Oc1ccccc1-c1cc(C(=O)N/N=C/c2cccnc2)c2ccccc2n1` gave uPA surface inh -9%, RORgamma inh -14%, ELG1 genotox -13%, NPC1 promoter act -10%, p53 reactivator 0%, Rab9 promoter act -4%, MBNL1-CUG inh 1%, VP16 counter -4%, FLuc counter inconclusive and BRCA1 expr up -30%.
`COC(=O)C1=C(N)Oc2cc(C)n(CCCn3ccnc3)c(=O)c2C1c1ccc(Cl)cc1` (stereo unspecified) gave uPA surface inh -1%, RORgamma inh inconclusive, ELG1 genotox -1%, NPC1 promoter act 10%, p53 reactivator -1%, Rab9 promoter act 8%, MBNL1-CUG inh -7%, VP16 counter -5%, FLuc counter 2% and BRCA1 expr up -20%.
`CC1CCc2c(sc(NC(=O)c3ccco3)c2C(=O)O)C1` (stereo unspecified) gave uPA surface inh -4%, RORgamma inh -3%, ELG1 genotox 10%, NPC1 promoter act inconclusive, p53 reactivator inconclusive, Rab9 promoter act -49%[inhibitor], MBNL1-CUG inh 4%, VP16 counter -4%, FLuc counter 7.6µM* and BRCA1 expr up 20%.
For CC1=CC2=NC(=O)/C(=C\c3cc(C)n(-c4ccccc4)c3C)C(=N)N2O1 the results were uPA surface inh -7%, RORgamma inh 8%, ELG1 genotox -2%, NPC1 promoter act 1%, p53 reactivator -9%, Rab9 promoter act 0%, VP16 counter -9%, FLuc counter 5.4µM* and BRCA1 expr up -10%.
`Cc1ccc2nc(C)cc(C(=O)N/N=C/c3ccncc3)c2c1` gave uPA surface inh 2%, RORgamma inh 1%, ELG1 genotox 11%, NPC1 promoter act -3%, p53 reactivator 29%, Rab9 promoter act 9%, MBNL1-CUG inh 25%, VP16 counter -4%, FLuc counter 1% and BRCA1 expr up -14%.
`CCC(=O)Nc1nnc(C)s1` gave uPA surface inh 5%, RORgamma inh 12%, ELG1 genotox 0%, NPC1 promoter act -4%, p53 reactivator 1%, Rab9 promoter act 0%, MBNL1-CUG inh -6%, VP16 counter 9%, FLuc counter 2% and BRCA1 expr up 23%.
`CN(C(=O)COC(=O)CCc1c[nH]c2ccccc12)c1ccccc1` gave uPA surface inh -17%, ELG1 genotox -11%, NPC1 promoter act 4%, p53 reactivator 1%, Rab9 promoter act 1%, FLuc counter 1% and BRCA1 expr up 5%.
`Cc1ccc(OCCn2cc(/C=C/C(=O)O)c3ccccc32)cc1` gave uPA surface inh -8%, RORgamma inh 22%, ELG1 genotox 2%, NPC1 promoter act 1%, p53 reactivator -3%, Rab9 promoter act -8%, MBNL1-CUG inh 1%, VP16 counter -1%, FLuc counter -14% and BRCA1 expr up -24%.
`COc1ccc(C(=O)OCC(=O)NCC2CCCCC2)cc1F` gave uPA surface inh -3%, ELG1 genotox 0%, NPC1 promoter act 2%, p53 reactivator 6%, Rab9 promoter act 11%, FLuc counter 3% and BRCA1 expr up 21%.

Overlap with the part before: 2 compounds, then new ones.
`Cc1ccc(OCCn2cc(/C=C/C(=O)O)c3ccccc32)cc1` gave uPA surface inh -8%, RORgamma inh 22%, ELG1 genotox 2%, NPC1 promoter act 1%, p53 reactivator -3%, Rab9 promoter act -8%, MBNL1-CUG inh 1%, VP16 counter -1%, FLuc counter -14% and BRCA1 expr up -24%.
`COc1ccc(C(=O)OCC(=O)NCC2CCCCC2)cc1F` gave uPA surface inh -3%, ELG1 genotox 0%, NPC1 promoter act 2%, p53 reactivator 6%, Rab9 promoter act 11%, FLuc counter 3% and BRCA1 expr up 21%.
Screening Clc1ccc(-c2noc(CN(Cc3ccccn3)CC3CCCO3)n2)cc1 (stereo unspecified) returned uPA surface inh -2%, RORgamma inh 4µM*, ELG1 genotox -4%, NPC1 promoter act -1%, p53 reactivator -2%, Rab9 promoter act 1%, MBNL1-CUG inh 4%, VP16 counter -26%, FLuc counter -14% and BRCA1 expr up -14%.
Cc1cc(Br)c(NC(=O)Cn2c([N+](=O)[O-])cnc2C)cc1C was read as uPA surface inh 3%, RORgamma inh -15%, ELG1 genotox -1%, NPC1 promoter act -4%, p53 reactivator 3%, Rab9 promoter act -2%, MBNL1-CUG inh 8%, VP16 counter -9%, FLuc counter 1% and BRCA1 expr up 11%.
CC1=C(C(=O)Nc2ccccc2)C(c2ccc(C)o2)n2ncnc2N1 (stereo unspecified) was read as uPA surface inh 0%, RORgamma inh -8%, ELG1 genotox 0%, NPC1 promoter act 3%, p53 reactivator 0%, Rab9 promoter act 4%, MBNL1-CUG inh 6%, VP16 counter 2%, FLuc counter 1% and BRCA1 expr up -12%.
`CCCCCCOC(=O)C[N+](C)(C)CCOC1CC2CCC1(C)C2(C)C` (stereo unspecified) gave RORgamma inh inconclusive, ELG1 genotox -7%, NPC1 promoter act -1%, p53 reactivator -22%, Rab9 promoter act -8%, MBNL1-CUG inh -4%, VP16 counter 6%, FLuc counter 0% and BRCA1 expr up 5%.
`O=C(OCC(=O)N1CCCc2ccccc21)c1c(F)cccc1F` gave uPA surface inh 2%, ELG1 genotox 11%, NPC1 promoter act 12%, p53 reactivator -3%, Rab9 promoter act 14%, FLuc counter inconclusive and BRCA1 expr up 1%.
COc1cc2[nH]c(=S)nc(NCCCOC(C)C)c2cc1OC was read as uPA surface inh 0%, RORgamma inh 16µM*, ELG1 genotox 9%, NPC1 promoter act 1%, p53 reactivator 0%, Rab9 promoter act 0%, MBNL1-CUG inh 35%[activator], VP16 counter inconclusive, FLuc counter 5% and BRCA1 expr up -14%.
Screening COC(=O)c1ccc(NC(=O)Nc2ccc(F)cc2)cc1 returned uPA surface inh -5%, RORgamma inh inconclusive, ELG1 genotox 8%, NPC1 promoter act inconclusive, p53 reactivator inconclusive, Rab9 promoter act inconclusive, MBNL1-CUG inh -1%, VP16 counter 3%, FLuc counter 11µM* and BRCA1 expr up 65%.
`O=C(NCc1ccccn1)C1CCCN(S(=O)(=O)c2ccccc2)C1` (stereo unspecified) gave uPA surface inh -3%, RORgamma inh -3%, ELG1 genotox 0%, NPC1 promoter act -3%, p53 reactivator -2%, Rab9 promoter act 1%, MBNL1-CUG inh -2%, VP16 counter 12%, FLuc counter -1% and BRCA1 expr up 5%.
CCOC(=O)c1sc(=S)n2c1[nH]c(=O)c1ccc(C(=O)OC)cc12 was read as uPA surface inh 3%, RORgamma inh inconclusive, ELG1 genotox -8%, NPC1 promoter act -1%, p53 reactivator 10%, Rab9 promoter act -5%, MBNL1-CUG inh 6%, VP16 counter 2%, FLuc counter inconclusive and BRCA1 expr up -2%.
Screening COc1cccc(/C=C2\CCC(C3CCCC3)C2=O)c1 (stereo unspecified) returned uPA surface inh -4%, RORgamma inh 1%, ELG1 genotox inconclusive, NPC1 promoter act inconclusive, p53 reactivator inconclusive, Rab9 promoter act inconclusive, MBNL1-CUG inh -5%, VP16 counter 3%, FLuc counter 1.7µM* and BRCA1 expr up 72%.
Screening COc1ccc(C)cc1NC(=O)CSc1nc2ccccc2nc1N1CC(C)OC(C)C1 (stereo unspecified) returned uPA surface inh -3%, RORgamma inh -40%, ELG1 genotox -5%, NPC1 promoter act -3%, p53 reactivator 6%, Rab9 promoter act 1%, MBNL1-CUG inh -7%, VP16 counter -2%, FLuc counter 2% and BRCA1 expr up -35%.
`O=c1oc2ccc3ccccc3c2c2c1SC(C(F)(F)F)C2` (stereo unspecified) gave uPA surface inh -4%, RORgamma inh -39%, ELG1 genotox 2%, NPC1 promoter act -2%, p53 reactivator 1%, Rab9 promoter act -4%, MBNL1-CUG inh 0%, VP16 counter -1%, FLuc counter -1% and BRCA1 expr up -10%.
For CCSC1=C(C#N)C(c2cccs2)C(C(=O)OC)=C(C)N1 (stereo unspecified) the results were uPA surface inh -2%, RORgamma inh -9%, ELG1 genotox -1%, NPC1 promoter act -3%, p53 reactivator -5%, Rab9 promoter act 0%, MBNL1-CUG inh 4%, VP16 counter 10%, FLuc counter -3% and BRCA1 expr up -22%.
